APP 5UTR inh: APP translation inhibition. SH-SY5Y APP 5'UTR-luciferase reporter, luminescence. inhibition, % at 2 µM. 190,000 tested, 0.82% active;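 active means inhibition above a set limit, derived from the sample mean plus 3 SD, cut at about 45% in these data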; further: values of inactives mirror those of a sister screen read the other way
NF-kB neuron act: compounds increasing NF-kB expression in human neuronal cells; NF-kB reporter expression; active compounds read high; fold change at 12.5 µM; 190,000 tested, 1.6% active; AID 1239; in the data active means fold change above about 3.3
Hsp70 act: switches on Hsp70 transcription | HeLa Hsp70 promoter luciferase reporter, luminescence; scaled: vehicle 0, proteasome-inhibitor control 100% | activation, % at 10 µM | 200,000 tested, 0.04% active | AID 1203;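 active means activation above the mean across all tested compounds plus 3 SD, cutoff set per campaign, cut at about 5.5% in these data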;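 further: 100% = MG132 at 30 µM as the positive control and 0% = DMSO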
STAT1 blocker: inhibitors of IFN-gamma induced STAT1 signaling; NIH 3T3 STAT1-luciferase reporter, luminescence; inhibition, % at 5.5 µM; 200,000 tested, 0.35% active;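 active means inhibition above a set limit, the mean inhibition across all tested compounds plus 3 SD, cut at about 34% in these data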;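 further: 0% = IFN-gamma with DMSO and 100% = IFN-gamma with 300 µM nifuroxazide; values of inactives mirror those of a sister screen read the other way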
STAT3 inh: STAT3 signaling inhibition; U3A cells, IL-6 STAT3-luciferase reporter, luminescence; host cell line lacks STAT1; inhibition, % at 5.5 µM; 190,000 tested, 0.89% active;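 active means inhibition above the mean inhibition across all screened compounds plus 3 SD, cut at about 44% in these data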;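 further: 0% = DMSO only wells and 100% = 100 µM nifuroxazide control wells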
RAM inhibit: inhibitors of the yeast RAM network. S. cerevisiae dse1pr::URA3 reporter, 5-FOA growth OD615, 2 d; analog-sensitive cbk1-as2 kinase mutant strain. inhibition, % at 50 µM. AID 868. 190,000 tested, 1.8% active;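 active means inhibition above a set limit, 3 SD over mean compound inhibition, cut at about 8.4% in these data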;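 further: 0% = DMSO-only wells with no growth and 100% = 10 µM 1-NA-PP1 full growth; inhibition rescues growth on 5-FOA so higher OD means more RAM inhibition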
STAT3 act: STAT3 signaling activation | U3A cells, IL-6 STAT3-luciferase reporter, luminescence; 100% = signal with IL-6 EC80 alone | activation (% of control), % at 5.6 µM | 190,000 tested, 0.91% active;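 active means activation above the screen-wide mean of compound activation plus 3 SD, cut at about 130% in these data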;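 further: 0% = background luminescence of wells with medium and substrate only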
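Test system: human U3A cells carrying STAT3-luciferase construct; control set: IL-6-only wells as 100% reference; timing: compound pre-incubation 1 h before IL-6, then 6 h stimulation at 37 °C; also added: IL-6 stimulus at 33 ng/mL final; evaluation: % activation versus median of IL-6-stimulated wells; detection: reporter luminescence signal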
APP 5'UTR act: APP 5'UTR luciferase reporter activation | SH-SY5Y APP 5'UTR luciferase reporter, luminescence; zero percent = DMSO vehicle wells | activation, % at 2 µM | 190,000 tested, 1% active;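 active means activation above a set limit, based on mean plus 3 SD of controls, cut at about 140% in these data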; further: values of inactives mirror those of a sister screen read the other way
FLuc inhib CS: Photinus pyralis luciferase inhibition counter-screen; P08659; ATPLite firefly luciferase biochemical luminescence, 10 min; inhibition, % at 10 µM; 200,000 tested, 1.5% active;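 active means inhibition above about 50% when tested at 10 µM, limit read from the data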
Target sequence (P08659 whole entry, looked up): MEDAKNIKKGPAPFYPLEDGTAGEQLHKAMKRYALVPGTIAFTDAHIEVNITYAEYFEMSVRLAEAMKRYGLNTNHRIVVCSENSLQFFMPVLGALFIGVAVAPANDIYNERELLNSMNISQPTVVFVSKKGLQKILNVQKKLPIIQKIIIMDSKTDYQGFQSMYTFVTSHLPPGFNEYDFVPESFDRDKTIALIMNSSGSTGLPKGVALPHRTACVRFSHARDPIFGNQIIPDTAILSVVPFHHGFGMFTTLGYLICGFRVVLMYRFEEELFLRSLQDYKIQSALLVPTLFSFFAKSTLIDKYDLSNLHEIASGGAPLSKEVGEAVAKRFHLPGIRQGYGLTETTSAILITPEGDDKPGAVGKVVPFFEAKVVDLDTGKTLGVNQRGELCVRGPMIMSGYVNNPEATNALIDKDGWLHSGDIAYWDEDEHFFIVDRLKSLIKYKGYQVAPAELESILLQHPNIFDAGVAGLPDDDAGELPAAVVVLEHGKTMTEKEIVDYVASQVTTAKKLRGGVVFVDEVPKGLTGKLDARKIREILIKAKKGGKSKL
STAT1 act: increases IFN-gamma driven STAT1 reporter signal. 200,000 tested, 2.6% active. activation (% of control), % at 5.5 µM. NIH 3T3 STAT1-luciferase reporter, luminescence; 100% = IFN-gamma alone, no compound. AID 932;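 active means activation above the screen-wide mean activation plus 3 SD, cut at about 130% in these data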;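 further: raw ratio to IFN-gamma control signal so 100% means no change and 0% no light; values of inactives mirror those of a sister screen read the other way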
Active calls of the source: *; . = no result given. No enrichment for hits; about 7.7% have a hit in one of these screens.

entry | Molecule | APP 5UTR inh | NF-kB neuron act | Hsp70 act | STAT1 blocker | STAT3 inh | RAM inhibit | STAT3 act | APP 5'UTR act | FLuc inhib CS | STAT1 act
1 | COc1cc(/C=N/NS(=O)(=O)c2ccc(C)cc2)ccc1OCc1ccc(C(=O)O)cc1 | 33.3 | 2.8 | -0.5 | 85.1* | 54.1* | 4.6 | 55.9 | -33.3 | 9.4 | 22.1
2 | CCn1nc(C(=O)NCc2ccco2)c(Cl)c1Cl | 17.0 | 0.97 | 0.3 | 4.0 | 15.2 | 1.0 | 93.5 | -17.0 | -9.9 | 96.3
3 | O=C(NCCCN1CCN(Cc2ccccc2)CC1)C1CCN(c2nnc(-n3cccc3)s2)CC1 | -28.7 | 1.1 | -0.3 | 2.0 | 35.2 | -0.6 | 73.8 | 28.7 | 4.8 | 96.6
4 | O=C(c1cccc(N2C(=O)C3CC=CCC3C2=O)c1)N1CCCc2ccccc21 (stereo not drawn) | 0.9 | 0.91 | -0.1 | 2.9 | -28.5 | 0.7 | 132.3 | -0.9 | -1.0 | 97.0
5 | Cc1cccc(CN2CCN(c3nc4nonc4nc3NC3CC3)CC2)c1 | -13.4 | 0.79 | -0.3 | 14.4 | 6.7 | -0.2 | 97.9 | 13.4 | -4.7 | 85.7
6 | Cc1ccc(N(CC(=O)Nc2cc(Cl)ccc2Oc2ccccc2)S(C)(=O)=O)cc1C | 0.4 | 0.71 | 0.3 | 7.7 | 5.7 | 6.5 | 92.9 | -0.4 | -5.5 | 92.9
7 | CC1CCN(CCn2c(=S)[nH]c3cc4c(cc3c2=O)OCO4)CC1 | 3.9 | 1.56 | -0.3 | -2.9 | 5.3 | 2.1 | 96.2 | -3.9 | -3.6 | 103.4
8 | N#Cc1ccc(NC(=O)Nc2ccc(Cl)cc2)cc1 | -37.5 | 1.25 | -0.4 | -1.9 | 9.7 | 2.5 | 97.1 | 37.5 | 3.9 | 100.6
9 | CC(C(=O)NCc1ccccn1)N1C(=O)c2ccccc2C1=O (stereo not drawn) | -7.3 | 1.2 | 0.4 | 3.7 | 1.4 | 2.1 | 103.7 | 7.2 | -8.5 | 96.7
10 | CC(C)C1NC(=S)N(C2CCCCC2)C1=O (stereo not drawn) | 17.1 | 1.72 | -0.3 | 4.6 | -0.3 | 0.4 | 98.2 | -17.1 | -4.0 | 97.9
11 | CCC(=O)c1ccccc1OCCCN1C(=O)NC(C)(C)C1=O | -24.3 | 0.98 | -0.3 | 4.0 | 6.5 | 2.2 | 98.1 | 24.3 | -6.7 | 96.3
12 | CC(C)=CC(=O)OCC(=O)Nc1nc(C)c(Cl)cc1Cl | -1.4 | 1.32 | 0.0 | -8.0 | 15.1 | 0.7 | 92.3 | 1.4 | -8.5 | 108.0
13 | COc1ccc(CC(=O)NCc2ccco2)cc1OC | 10.9 | 1.2 | 0.7 | -1.0 | -2.2 | 0.8 | 105.8 | -10.9 | -6.7 | 100.9
14 | Cn1c(=O)c(C(=O)Nc2cccnc2)c(O)c2ccccc21 | -8.1 | . | -0.4 | -14.7 | -35.9 | . | 133.5* | 8.1 | . | 113.6
15 | CC(C)c1ccc(OCC(=O)NCc2ccco2)cc1 | -5.8 | 1.11 | -0.1 | -4.0 | -5.7 | 1.4 | 107.5 | 5.8 | 1.4 | 103.7
16 | CSCCC(=O)Nc1cc(S(=O)(=O)N2CCOCC2)ccc1N1CCN(C)CC1 | -4.4 | 0.95 | -0.3 | 6.6 | 7.9 | 0.7 | 99.7 | 4.4 | -1.9 | 93.5
17 | COc1ccc(NC(=O)c2cc(-c3cccc(OC)c3)on2)cc1 | -5.7 | 1.24 | 0.0 | -14.5 | 17.6 | 1.4 | 87.3 | 5.7 | -1.6 | 111.9
18 | Cc1ccsc1C1C(C#N)=C(N)N(N(C)C)C2=C1C(=O)CCC2 (stereo not drawn) | 9.4 | 1.12 | -0.4 | 1.9 | 9.6 | 0.9 | 93.1 | -9.4 | -1.0 | 96.9
19 | O=C(NC1CCCCC1)C(Cc1ccccc1)NS(=O)(=O)c1cccs1 (stereo not drawn) | -0.6 | 0.97 | -0.5 | 2.9 | -11.3 | 3.0 | 109.3 | 0.6 | -10.0 | 95.3
20 | O=C(Nc1cccc(C(F)(F)F)c1)N1CCC(c2nc(-c3ccc(F)cc3)no2)CC1 | 13.1 | 0.96 | -0.3 | 8.9 | 24.1 | 10.0* | 81.0 | -13.1 | -5.1 | 91.8

Record cards (already shown):
Entry for CC(C)=CC(=O)OCC(=O)Nc1nc(C)c(Cl)cc1Cl : APP 5UTR inh: -1.4; NF-kB neuron act: 1.32; Hsp70 act: 0.0; STAT1 blocker: -8.0; STAT3 inh: 15.1; RAM inhibit: 0.7; STAT3 act: 92.3; APP 5'UTR act: 1.4; FLuc inhib CS: -8.5; STAT1 act: 108.0
Entry for O=C(c1cccc(N2C(=O)C3CC=CCC3C2=O)c1)N1CCCc2ccccc21 (stereo not drawn) : APP 5UTR inh: 0.9; NF-kB neuron act: 0.91; Hsp70 act: -0.1; STAT1 blocker: 2.9; STAT3 inh: -28.5; RAM inhibit: 0.7; STAT3 act: 132.3; APP 5'UTR act: -0.9; FLuc inhib CS: -1.0; STAT1 act: 97.0

Next part
entry | Molecule | APP 5UTR inh | NF-kB neuron act | Hsp70 act | STAT1 blocker | STAT3 inh | RAM inhibit | STAT3 act | APP 5'UTR act | FLuc inhib CS | STAT1 act
21 | COc1ccc(C2=NOC3(CC(=O)N(c4ccc(Cl)cc4)C3=O)C2)c(OC)c1 (stereo not drawn) | 11.9 | 1.26 | -0.4 | -10.4 | -3.5 | 3.8 | 106.6 | -11.9 | 0.7 | 109.5
22 | COC(=O)Oc1ccc(/C=C/C(=O)OC(C)C)cc1OC(=O)OC | 36.6 | 2.27 | -0.2 | 9.1 | -3.2 | 2.0 | 98.4 | -36.6 | -0.4 | 91.8
23 | COCCCNC(=S)NCCCNc1nc2cc3c(cc2cc1C#N)OCO3 | -5.4 | 1.02 | -0.4 | 3.8 | 11.3 | 0.3 | 99.0 | 5.4 | -1.3 | 96.6
24 | CCC(C)[C@H](NC(=O)CCn1nnc2ccccc2c1=O)C(=O)O (stereo partly drawn) | -2.7 | 1 | -0.4 | -5.5 | 7.3 | 1.1 | 96.8 | 2.7 | -0.7 | 105.0
25 | CC1=C(C(=O)OCc2ccccc2)C(c2ccc(Cl)cc2)NC(=O)N1CCCCCC(=O)O (stereo not drawn) | 2.4 | 0.98 | -0.2 | 5.5 | 3.2 | 4.3 | 94.9 | -2.4 | -3.8 | 95.0
26 | Fc1ccc(C(c2nnnn2C2CCCCC2)N2CCCC2)cc1 (stereo not drawn) | 10.8 | 1.11 | -0.3 | -3.1 | -1.5 | 2.9 | 103.3 | -10.8 | 6.4 | 103.4
27 | O=C(NCCc1c[nH]c2ccccc12)c1cnc2n(c1=O)CCS2 | -31.1 | 1.68 | -0.1 | -24.3 | -36.3 | 2.4 | 128.7 | 31.1 | 4.2 | 119.4
28 | Cc1cc(-c2ccccc2N)n[nH]1 | -5.2 | 0.8 | -0.5 | -1.3 | 6.9 | 2.2 | 99.6 | 5.2 | -2.7 | 101.2
29 | O=C(NNc1ccc(C(F)(F)F)cc1[N+](=O)[O-])c1ccc(NS(=O)(=O)c2ccc(F)cc2)cc1 | -6.6 | 1.07 | -0.3 | 4.0 | -5.0 | 1.9 | 102.0 | 6.6 | 9.2 | 96.4
30 | Nc1n[nH]c2cc(=O)n(-c3ccc(Cl)cc3)nc12 | -6.0 | 1.12 | -0.1 | -6.1 | 11.6 | 2.3 | 95.7 | 6.0 | -6.7 | 104.6
31 | C=CCSc1nc(-c2ccc3c(c2)OCO3)cc(C(F)(F)F)c1C#N | 11.6 | 1.13 | 0.2 | -4.1 | 12.0 | 6.7 | 99.4 | -11.6 | -0.9 | 103.7
32 | O=C(Nc1ccc(NC(=O)c2ccco2)nc1)c1ccccn1 | -106.2 | 2.82 | 0.1 | -27.7 | 30.4 | 1.4 | 78.2 | 106.2 | 60.9* | 127.5
33 | CCc1cc(=O)oc2cc3occ(C)c3cc12 | 4.3 | 0.99 | -0.4 | -14.0 | 7.9 | 3.5 | 95.6 | -4.3 | -3.1 | 112.3
34 | CC(C)CCNC(=O)CCCC1=NS(=O)(=O)c2ccccc2N1 | -32.5 | 1.24 | -0.7 | 0.8 | 6.8 | 0.8 | 97.2 | 32.5 | 0.7 | 99.2
35 | COCCCN(C(=S)NC(=O)c1ccc(Br)cc1)c1c(N)n(Cc2ccccc2)c(=O)[nH]c1=O | -30.9 | 1.07 | -0.1 | -4.2 | 3.9 | 2.0 | 100.0 | 30.9 | -8.9 | 103.6
36 | Cc1ccc(P(=O)(CO)c2ccc(C)cc2)cc1 | 19.7 | 0.96 | -0.3 | 0.5 | 2.6 | -0.5 | 103.0 | -19.7 | -6.6 | 99.5
37 | CCC(C)C(=O)Nc1ccc([N+](=O)[O-])cc1OC (stereo not drawn) | 5.7 | 1.1 | 0.4 | -1.3 | 10.4 | 1.1 | 96.4 | -5.8 | -2.5 | 99.2
38 | O=C(Cc1cccs1)Nc1nnc(SCC(=O)N2CCCCC2)s1 | -1.0 | 1.42 | -0.2 | -4.4 | 1.2 | 4.2 | 101.3 | 1.0 | -5.2 | 104.0
39 | Cc1nn(-c2ccccc2)c(C)c1NC(=O)Cc1cccs1 | 30.8 | 1.19 | -0.1 | 8.1 | 8.8 | 1.5 | 92.3 | -30.8 | -1.3 | 92.6
40 | CCN1CCN(CCNC(=O)C2CCN(Cc3nc(-c4ccc(Cl)cc4)oc3C)CC2)CC1 | . | 1.01 | 0.2 | -6.9 | 12.3 | -0.3 | 97.0 | . | -5.2 | 106.3
41 | Cc1cc(NC(=O)c2ccc(F)cc2)n(-c2ccccn2)n1 | 3.3 | 0.64 | 0.1 | -8.9 | 6.0 | 3.0 | 95.6 | -3.3 | 1.1 | 109.0
42 | CC1=C(C(=O)Nc2ccccc2)C(c2ccccc2)N2C(=O)CSC2=N1 (stereo not drawn) | -1.0 | 1.12 | 0.3 | 2.2 | -1.0 | 2.7 | 103.5 | 1.0 | -9.0 | 98.0
43 | O=C(COC(=O)Cc1ccc(Br)cc1)NCc1ccc(F)cc1 | 0.6 | 1.43 | -0.5 | -10.0 | 3.0 | 1.9 | 105.8 | -0.6 | -3.4 | 109.4
44 | Cc1cccc(NC(=O)CN2C(=O)N/C(=C/c3cc(C)n(-c4ccncc4)c3C)C2=O)c1 | -1.3 | 1.22 | -0.6 | 2.5 | 5.6 | -1.5 | 96.4 | 1.3 | -6.7 | 97.2
45 | Cc1ccc(NC(=O)Cn2cccc2)cc1C | -8.8 | 1.48 | -0.1 | -8.7 | 15.8 | -1.0 | 88.5 | 8.8 | -0.5 | 108.0
46 | COc1cccc(C2NC(=O)NC(C)=C2C(=O)Nc2ccc(C)cc2)c1 (stereo not drawn) | -11.8 | 1.09 | -0.2 | -1.1 | 1.8 | 1.1 | 105.9 | 11.8 | 1.5 | 101.0
47 | CC(=O)c1sc2nc(-c3ccc(C)cc3)c3c(c2c1N)CCCC3 | 15.2 | 0.47 | -0.3 | -0.7 | 1.7 | 2.2 | 99.7 | -15.2 | -7.3 | 100.2

High-throughput results as filed in PubChem BioAssay.
